SIRT5 inh – SIRT5 desuccinylase inhibitors, primary screen, biochemical, fluorescence imaging, single point, set 5. inhibition, % at 15 µM. NAD-dependent protein deacylase sirtuin-5, mitochondrial (Homo sapiens), Q9NXA8. Purified SirT5, succinyl-peptide AMC, trypsin-coupled fluorescence. hit rate 1.1% among 330,000; in the data active = inhibition above about 15%; inconclusive = no clear call, values can overlap the other calls
Target sequence (Q9NXA8 whole entry, looked up): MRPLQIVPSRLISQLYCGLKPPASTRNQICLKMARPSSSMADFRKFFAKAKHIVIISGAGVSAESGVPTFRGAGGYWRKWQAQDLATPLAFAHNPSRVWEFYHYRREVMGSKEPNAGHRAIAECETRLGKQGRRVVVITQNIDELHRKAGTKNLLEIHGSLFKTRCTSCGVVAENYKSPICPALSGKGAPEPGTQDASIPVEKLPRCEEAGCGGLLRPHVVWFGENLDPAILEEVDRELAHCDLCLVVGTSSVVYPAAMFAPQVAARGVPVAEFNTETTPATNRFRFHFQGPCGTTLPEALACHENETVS
ARNT-TACC3 inh – disruptors of ARNT/TACC3 protein interaction, primary screen, biochemical, AlphaScreen, single concentration; Transforming acidic coiled-coil-containing protein 3 (Homo sapiens), Q9Y6A5; AlphaScreen His-ARNT PAS-B/GST-TACC3 binding, luminescence; TACC3 fragment carries E629A point mutation; inhibition, % at 9.99 µM; hit rate 0.66% among 390,000; AID 623870, 2012;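 active = mean inhibition of replicates at least 50% and at least half of replicates each reaching 50%; inconclusive = half or more replicates reach 50% but mean below 50%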;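 note: 0% = complete ARNT plus TACC3 wells and 100% = ARNT alone without TACC3; many hits fall short of the cut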
miR122 inh – miR-122 Renilla sensor signal increase in Huh7, primary screen, miR-122 inhibitor project, cell-based, single point, plate reader; Huh7 miR-122 Renilla luciferase sensor, 48 h; neutral wells = 0, positive control = 100; activation (reporter increase), % at 12.5 µM; hit rate 0.3% among 340,000; AID 602342, 2012;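 active = mean replicate activation score at least 90 and every replicate individually at or above 90; inconclusive = only one of the two criteria met; inactive = neither criterion met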;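 note: higher luciferase means less miR-122 activity so hits act as miR-122 inhibitors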
ERp5 block – inhibitors of ERp5-driven insulin aggregation, primary screen, biochemical, turbidity, absorbance 650 nm, single point | AID 651711, 2012 | inhibition, % at 9.99 µM | 90 min | hit rate 0.05% among 350,000;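 active = mean replicate inhibition above about 25%, with every replicate also reaching it, limit read from the data, passing the limit was not always enough; inconclusive = only one of those two criteria met; inactive = neither criterion met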
Target sequence (Q15084 whole entry, looked up): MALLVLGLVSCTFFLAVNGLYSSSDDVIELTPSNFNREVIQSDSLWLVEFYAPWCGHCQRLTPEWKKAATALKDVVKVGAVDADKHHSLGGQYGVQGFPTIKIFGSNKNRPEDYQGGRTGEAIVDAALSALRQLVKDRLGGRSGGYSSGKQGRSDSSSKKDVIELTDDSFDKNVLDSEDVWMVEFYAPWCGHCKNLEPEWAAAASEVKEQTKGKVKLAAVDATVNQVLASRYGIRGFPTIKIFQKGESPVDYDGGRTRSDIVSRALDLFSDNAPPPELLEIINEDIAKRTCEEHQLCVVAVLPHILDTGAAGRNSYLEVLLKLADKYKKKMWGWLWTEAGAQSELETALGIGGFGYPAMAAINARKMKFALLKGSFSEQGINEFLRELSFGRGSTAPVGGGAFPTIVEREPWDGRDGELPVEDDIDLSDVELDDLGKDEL
Statin myotox sup – suppressors of statin myotoxicity in C2C12 myotubes, primary screen, cell-based, single point, plate reader. C2C12 myotubes + simvastatin, ATP luminescence, 48 h; scaled: DMSO 0, geranylgeraniol control 100. rescue of ATP level, % at 7.49 µM. hit rate 0.78% among 330,000. AID 602340, 2012;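 active = mean ATP rescue above about 67%, or every replicate alone reaching that limit, limit read from the data, passing the limit was not always enough; inconclusive = no clear call, values can overlap the other calls; inactive = mean under the limit and some replicate under it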;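 note: myotubes were challenged with 10 µM simvastatin during compound exposure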
Cneo AK release – Cryptococcus neoformans cell lysis inducers, primary screen, AK release luminescence, single concentration. C. neoformans lysis, adenylate kinase release luminescence, 4 h; normalised: neutral wells 0, clomiphene wells 100. lysis activity, % at 15 µM. hit rate 0.2% among 360,000. AID 651654, 2012;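 active = mean lysis activity across replicates of at least 80%, whatever share of replicates individually reach that level; inactive = mean lysis activity below 80%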
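Test system: log-phase Cryptococcus neoformans yeast cells. Input: 5 × 10^6 yeast cells/mL. Medium: fresh YPD growth medium. Doses: single dose. Incubation: static 4 h at 37 °C with compound, 1 h detection. Measured by: luminescent adenylate kinase detection reagent. Read-out: signal increase indicating cell lysis. Benchmarks: Clomiphene.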
esBAF inh – Bmi1 luciferase reporter increase in mESCs, primary screen, esBAF inhibitor project, mouse ES cells, Bmi1 luciferase knock-in, single point. 24 h; 100% = twice the neutral-well signal. reporter increase, % at 12.5 µM. hit rate 2% among 350,000. AID 602393, 2012; in the data active = activation above about 40%; inconclusive = no clear call, values can overlap the other calls;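 note: 0% = median of the plate's neutral control wells and 100% = double that signal; a rise in the Bmi1 reporter signal indicates esBAF inhibition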
The depositor's hits bear a star; ? = inconclusive; . = not tested or not shown; [ ] = another dose, or the depositor's remark.

SMILES	SIRT5 inh	ARNT-TACC3 inh	miR122 inh	ERp5 block	Statin myotox sup	Cneo AK release	esBAF inh
COC(=O)/C=C(\C)NC(=O)c1ccc(F)cc1	.	-4.1	-4.7	.	-98.4	1.6	4.2
CC(NC(=O)c1cc(S(=O)(=O)N(C)C)ccc1N1CCCC1)C1CC2CCC1C2 (stereo unspecified)	-2.9	2.5	.	5.8	.	.	.
CCOc1ccccc1-c1nc2c(s1)CCc1onc(-c3ccc(OC)cc3)c1-2	.	-3.5	0.0	.	-7.6	0.9	-0.8
COc1ccccc1N1CCN(C(=O)CSc2nnc(NC(=O)C3CC3)s2)CC1	.	1.2	-6.4	.	-5.8	-3.5	-5.3
Oc1c(Br)cc(Br)cc1/C=N/c1nc2c(s1)CCCC2	.	0.9	-3.1	.	4.7	0.1	-22.8
CCNC(=O)COC(=O)c1cc(-c2ccccc2)nn1-c1ccccc1	8.0	13.4	.	-1.1	.	.	.
Cc1ccc(SCCC(=O)N(C)CC(=O)Nc2c(C)cccc2C)cc1	-2.9	-3.9	.	3.4	-1.8	2.1	-5.4
COc1ccc(S(=O)(=O)Nc2cccc(C)n2)c2ccccc12	.	0.9	19.8	.	.	-1.9	3.5
O=C(Nc1ccc(Cl)cc1)N[C@H]1CC[C@H](CCNC(=O)c2ccccc2F)O[C@@H]1CO	-1.6	-17.6	.	-0.2	-2.9	22.1	-5.0
Cc1nc2sc3c(O)cc(=O)[nH]c3c2c(C)c1C	.	4.5	8.0	.	8.0	-2.2	3.8
COCCNC(=O)c1ccc2c3n(nc2c1)-c1ccc(C)cc1CO3	.	-12.3	-2.2	-2.7	3.2	8.2	79.5*
COc1cc(/C=N\NC(=O)c2ccc(Cn3cc(Br)c([N+](=O)[O-])n3)o2)cc(OC)c1O	.	-3.0	-4.7	.	-5.0	1.6	2.3
C[C@H](CO)N1C[C@H](C)[C@H](CN(C)C(=O)Nc2ccccc2)Oc2ccc(NC(=O)Cc3ccccc3)cc2C1=O	1.4	-3.1	-0.2[16.7 µM]	-1.4	17.8	7.2	5.6
CC(C)Cn1c(O)c(N=NC(=O)c2cccc(S(=O)(=O)N3CCCCC3)c2)c2ccccc21	.	-2.2	-9.6	.	.	0.9	.
COc1ccc2c(c1OC)C(=O)OC2Nc1nc(-c2cc3cc([N+](=O)[O-])ccc3oc2=O)cs1 (stereo unspecified)	1.6	5.3	-7.1	-0.1	10.8	-8.4	?
CO[C@@H]1CN(C)C(=O)c2ccc(NS(C)(=O)=O)cc2OC[C@H](C)N(CC2CCOCC2)C[C@@H]1C	-1.3	-8.1	6.5[16.7 µM]	-4.7	5.9	-0.8	-1.6
CN(C)CC(=O)Nc1ccc2c(c1)[C@H]1C[C@H](CC(=O)N(C)C)O[C@H](CO)[C@H]1O2	-2.8	11.2	4.2[16.7 µM]	-11.8	-4.9	-10.1	0.9
O=C(Nc1nccs1)C12CC3CC(C1)CC(C(=O)Nc1nccs1)(C3)C2	.	-20.5	-9.6	.	10.6	-3.0	-19.9
C[C@@H]1CCCCO[C@@H](CN(C)C(=O)CCC(F)(F)F)[C@H](C)CN([C@H](C)CO)C(=O)c2cc(NS(C)(=O)=O)ccc2O1	-2.5	.	5.5[16.7 µM]	0.6	10.3	-1.4	-0.7
CCN1C(=O)[C@H]2[C@@H](c3ccc(C(F)(F)F)cc3)N[C@]3(CCCN(Cc4ccc(Cl)cc4)C3=O)[C@H]2C1=O	-0.9	.	-6.2	-1.6	15.2	-4.5	-4.8
COc1cc(S(=O)(=O)NCC2OCCc3ccccc32)ccc1-n1cnnn1 (stereo unspecified)	.	23.9	.	.	-3.9	0.9	4.1
COC(=O)c1sccc1NN1C(=O)c2ccccc2C1=O	-1.6	-5.3	.	-4.5	.	.	.
Cc1nn2cc(-c3ccc(N)cc3)nc2s1	.	-5.2	-3.3	.	6.4	1.0	-3.5
O=C(NCc1ccc2c(c1)OCO2)c1ccc(Cl)nc1	0.3	-1.8	.	3.7	.	.	.
CCCCCCn1c(=O)n2n(c1=O)[C@@H]1CN(S(=O)(=O)c3ccc(C)cc3)C[C@]1(O)[C@@H](OC(=O)Nc1c(C)noc1C)C2	1.1	.	-3.7	3.1	5.4	-3.3	-3.9

New compounds follow
SMILES	SIRT5 inh	ARNT-TACC3 inh	miR122 inh	ERp5 block	Statin myotox sup	Cneo AK release	esBAF inh
CCCCc1n(CC(=O)c2ccc(Cl)cc2)c2ccccc2[n+]1C	-2.1	.	2.3	-0.9	-209.7	1.6	-12.4
CN(C)CCn1c(=O)n(Cc2ccco2)c(=O)c2c3c(sc21)CCCCC3	.	9.2	-3.3	.	1.2	0.6	-9.7
C[C@@H]1CCCCO[C@@H](CN(C)C(=O)C2CCCCC2)[C@H](C)CN([C@H](C)CO)C(=O)c2cc(NC(=O)Nc3cccc4ccccc34)ccc2O1	4.6	36.7	-5.0[16.7 µM]	-3.9	.	-3.1	2.3
O=C(CCCCn1c(=O)c2ccccc2n(Cc2ccccc2)c1=O)NC1CCN(Cc2ccccc2)CC1	-0.7	2.0	-6.7	11.5	13.7	-2.1	-1.7
C#CCOCCOCCOCCNc1nc(N2CCN(C(=O)CCCCCCCCCCNC(=O)[C@@H](CCSC)n3cc(CCO)nn3)CC2)nc(N2CCN(C(=O)CCCCCCCCCCNC(=O)[C@H](CCCN=C(N)N)n3cc(C[C@@H](C)CC)nn3)CC2)n1	.	13.4	.	.	-103.4	4.2	1.4
O=C(CSc1nnc(CNC(=O)c2ccco2)o1)NC1CCCC1	.	-2.9	-0.7	.	-3.2	-2.8	-11.8
Cc1ccc(NC(=O)CCC(=O)OCCCC(F)(F)C(F)(F)F)cc1	.	1.5	-6.8	.	-10.7	7.2	-0.8
CCn1nnnc1SCC(=O)c1cc(Cl)ccc1OC	-2.0	-6.9	.	-4.7	.	.	.
CC(=C1C(=O)c2ccccc2C1=O)N1CCN(c2ccccn2)CC1	.	2.4	-4.4	.	-7.9	-4.0	4.3
Cc1nn(C(C)C(=O)Nc2ccc3c(c2)OCO3)c(C)c1[N+](=O)[O-] (stereo unspecified)	-1.6	1.9	9.4	-1.4	11.7	1.7	-5.7
Cc1ccc2sc(-c3ccc(NC(=O)/C=C\C(=O)O)cc3)nc2c1	-15.8	-4.6	-2.7	-0.9	1.3	-5.5	-19.6
NS(=O)(=O)c1ccc(N/N=C/c2cn(-c3ccccc3)nc2-c2cccs2)cc1	.	-4.5	14.0	.	.	-1.3	.
COc1ccc(CNC(=O)Cn2ncn3c(cc4ccccc43)c2=O)cc1	2.1	-9.2	0.2	2.9	15.9	-1.3	3.8
COc1ccc(S(=O)(=O)CC2(O)CCN(C(=O)CC(C)C)CC2)cc1	-3.6	-0.1	-5.6	-0.4	2.7	0.4	-11.3
O=C(NCc1cccnc1)c1ccc(S(=O)(=O)N2CCCCC2)cc1	.	0.4	7.6	.	-4.7	-1.6	-1.9
C=CCNC(=S)NNC(=O)COc1c(Cl)cc(Cl)cc1Cl	.	8.2	-1.0	.	.	-2.4	.
COc1cc(C)c(Cl)c(C)c1S(=O)(=O)NCc1cccnc1	.	-6.3	121.3*	.	8.6	1.1	-4.2
C=Cc1ccc(CN2CCCN(Cc3ccc(F)cc3)S2(=O)=O)cc1	-10.7	-10.6	5.2	9.5	5.0	1.2	4.1
CC(=O)c1ccc(N2CCN(C(=O)C3(S(=O)(=O)c4ccc(Cl)cc4)CC3)CC2)cc1	.	4.6	-12.3	.	34.7	2.3	13.3
O=S1(=O)C[C@@H](O)[C@@H](Nc2ccccc2)C1	0.8	.	2.7	-3.9	.	0.7	.
COC(=O)[C@H]1[C@@H](C)N(Cc2ccccc2)C(=O)N[C@H]1c1ccccc1	.	0.9	.	-0.7	-3.7	-0.9	-12.7
CCc1cc(SC#N)ccc1N	-0.1	-0.2	.	-0.4	.	.	.
CCN(c1ccc(NC(=O)CCc2nc3sc4c(c3c(=O)[nH]2)CCCC4)cc1)C(C)C	5.2	-1.2	12.1	1.8	-35.6	2.1	-9.4
O=C(NC[C@@H]1[C@H](c2ccccc2)[C@@H](CO)N1C(=O)C1CCC1)NC1CCCC1	.	0.3	-7.1[16.7 µM]	.	-0.9	0.3	-3.5
CC12CCC(=O)C=C1C(O)CC1C2CCC2(C)C1CCC2(O)C(=O)CO (stereo unspecified)	.	-3.4	2.7	2.2	0.9	.	10.3

Sorted by number of heavy atoms (smallest number first): some entries from above.
SMILES	SIRT5 inh	ARNT-TACC3 inh	miR122 inh	ERp5 block	Statin myotox sup	Cneo AK release	esBAF inh
COC(=O)[C@H]1[C@@H](C)N(Cc2ccccc2)C(=O)N[C@H]1c1ccccc1	.	0.9	.	-0.7	-3.7	-0.9	-12.7
COc1ccc(CNC(=O)Cn2ncn3c(cc4ccccc43)c2=O)cc1	2.1	-9.2	0.2	2.9	15.9	-1.3	3.8
O=C(NC[C@@H]1[C@H](c2ccccc2)[C@@H](CO)N1C(=O)C1CCC1)NC1CCCC1	.	0.3	-7.1[16.7 µM]	.	-0.9	0.3	-3.5
CCN(c1ccc(NC(=O)CCc2nc3sc4c(c3c(=O)[nH]2)CCCC4)cc1)C(C)C	5.2	-1.2	12.1	1.8	-35.6	2.1	-9.4
C[C@@H]1CCCCO[C@@H](CN(C)C(=O)C2CCCCC2)[C@H](C)CN([C@H](C)CO)C(=O)c2cc(NC(=O)Nc3cccc4ccccc34)ccc2O1	4.6	36.7	-5.0[16.7 µM]	-3.9	.	-3.1	2.3

Other records follow:
SMILES	SIRT5 inh	ARNT-TACC3 inh	miR122 inh	ERp5 block	Statin myotox sup	Cneo AK release	esBAF inh
COc1ccc(-c2csc3ncnc(Sc4nnnn4C)c23)cc1	.	2.9	-4.9	4.3	14.5	-5.3	-7.1
C[C@@H]1CCCCO[C@@H](CN(C)C(=O)c2ccccc2)[C@H](C)CN([C@H](C)CO)C(=O)c2cc(NS(=O)(=O)c3cccs3)ccc2O1	-5.2	-0.8	-8.0[16.7 µM]	-4.6	28.7	-1.2	4.9
N#Cc1cc2ccccc2nc1SCc1cccnc1	-0.1	12.8	.	3.0	.	.	.
Cc1ccc(CNC(=O)CS(=O)(=O)Cc2nc(-c3ccccc3F)oc2C)cc1	0.8	-12.0	2.4	2.5	3.6	0.0	-6.1
Cc1cnc(-c2nnc(N(C)C(=O)C3CCCO3)s2)cn1 (stereo unspecified)	.	.	-0.8	.	-5.6	-1.2	12.6
CN(CC1CCOCC1)C(=O)CC1C(=O)NCCN1C/C=C/c1ccccc1 (stereo unspecified)	-0.1	-3.5	.	3.7	.	.	.
COc1ccc(CNC(=O)C2CCCN2S(=O)(=O)c2ccc(Cl)cc2)cc1 (stereo unspecified)	-1.3	0.2	.	5.2	5.9	0.5	4.4
CCN(CC)CCCC1(CN)OCCc2ccccc21 (stereo unspecified)	.	9.4	.	.	6.4	9.4	-3.1
CCC(=O)N1c2ccc(S(=O)(=O)NCc3ccccc3)cc2CC1C (stereo unspecified)	-1.9	-4.0	44.9	-6.4	16.6	5.0	11.4
COc1ccc(CN(C)C[C@H]2OCCCC[C@H](C)Oc3ccc(NC(=O)CCC(F)(F)F)cc3C(=O)N([C@H](C)CO)C[C@H]2C)cc1	-2.0	-8.9	-2.0[16.7 µM]	-5.0	.	-2.8	-4.7
COc1cc(C(O)P(=O)(OC(C)C)OC(C)C)cc(OC)c1OC (stereo unspecified)	.	3.8	0.5	.	.	-1.3	.
Cc1cc(NC(=O)Cc2ccccc2)c2ccccc2n1	-3.2	-2.2	2.1	-0.8	-24.4	0.3	-30.8

Source: PubChem
